Compound activity: PubChem BioAssay, Broad Institute
Casp6 inh: blocks human caspase-6 cleavage activity; purified caspase-6, Z-VEID-R110 cleavage fluorescence; inhibition, % at 12.5 µM; hit rate 0.53% among 350,000;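 active = mean inhibition across replicates at least about 35%, with every replicate also reaching that limit, limit read from the data; inconclusive = only one of the two criteria met; inactive = neither criterion met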;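 note: 0% = median of neutral control wells and 100% = no fluorescence left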
Target sequence (P55212 24-179 limits assumed): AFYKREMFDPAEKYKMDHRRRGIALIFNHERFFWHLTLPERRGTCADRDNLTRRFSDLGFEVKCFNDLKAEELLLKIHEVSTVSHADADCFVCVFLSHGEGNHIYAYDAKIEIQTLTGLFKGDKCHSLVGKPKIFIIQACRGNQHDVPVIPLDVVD
Target sequence (P55212 194-293 limits assumed): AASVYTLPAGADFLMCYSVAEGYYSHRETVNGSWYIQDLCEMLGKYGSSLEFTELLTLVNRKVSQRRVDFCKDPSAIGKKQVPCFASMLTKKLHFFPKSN
Xi reactivation: reactivates the inactive X chromosome in mouse fibroblasts; AID 743238; XiGFP mouse fibroblasts, % GFP-positive cells imaging, 3 d; cells co-treated with 5-aza-dC sensitizer; scaled so ellipticine positive control = 100%; hit rate 0.055% among 360,000; activation, % at 7.58 µM;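 active = mean normalized replicate activation at least 10% and every replicate at or above 10%; inconclusive = only one of the two criteria met; inactive = mean below 10% and not all replicates reach 10%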;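 note: 0% = median of on-plate neutral control wells and 100% = ellipticine 6 µM median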
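Material: SV40-immortalized XiGFP fibroblast cells, line 68-5-11 | Buffer or medium: DMEM containing 5-aza-dC | Dosing: One concentration, pinned | Times: 3 d treatment, 15 min room-temperature fixation | Controls: Ellipticine 6 µM positive control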
RAD54 inh: inhibitors of human RAD54 branch migration | Q92698 | RAD54 Holliday junction branch migration, FAM/BHQ fluorescence | inhibition, % at 10.4 µM | hit rate 0.14% among 360,000;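 active = mean normalized replicate activity at least 40 and at least half of replicates scoring 40 or more; inconclusive = only one of the two criteria met; inactive = mean below 40 and under half of replicates reaching 40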;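 note: 0% = median of neutral control wells and 100% = median of positive control wells; inhibitors cause a drop in the FAM fluorescence signal; in these data hits start at about 50%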
CFTR F508del cor: CFTR F508del correction in bronchial cells. CFBE cells, YFP halide quenching; stimulated with forskolin plus potentiator P3; % fluorescence drop versus neutral controls. activity (quench increase), % at 7.58 µM. hit rate 0.36% among 350,000. AID 720511;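 active = mean added fluorescence quench of at least 8% versus neutral control, with both replicates also reaching 8%; inconclusive = only one of the mean or replicate conditions met; inactive = mean below 8% and not both replicates reaching 8%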;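 note: cells transiently co-express mutant CFTR-F508del with the halide-sensitive YFP; corrector assay measuring rescue of mutant channel to the surface after 24 h compound exposure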
DENV2 CPE: protects cells from dengue virus 2 cytopathic effect; CPE inhibition, % at 9.99 µM; hit rate 1.7% among 350,000; DENV2-infected cells, cytopathic effect rescue, plate reader; in the data active = CPE inhibition above about 20%, passing the limit was not always enough; inconclusive = no clear call, values can overlap the other calls; tested in BHK-21 cells;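 note: 0% = median of neutral control wells and 100% = median of positive control wells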
INS-1E GSIS act: GLuc luminescence reporter in INS-1E cells, primary screen for activators of glucose-dependent secretion of insulin; INS-1E GLuc reporter insulin secretion, 2-3 h; activation, % at 16.6 µM; hit rate 0.61% among 370,000;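 active = lowest replicate activation of at least 40%, so every replicate reaches that level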;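 note: 0% = median of neutral control wells and 100% = median of IBMX positive control wells; some compounds called inactive have numbers as strong as hits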
RAD52 inh: blocks human RAD52 DNA annealing. P43351. recombinant RAD52 DNA annealing, FRET fluorescence. inhibition, % at 18.7 µM. hit rate 0.46% among 360,000. AID 651710;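 active = every replicate showing at least 50% inhibition; inconclusive = mean inhibition at least 50% but not in every replicate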
Target sequence (P43351 whole entry, looked up): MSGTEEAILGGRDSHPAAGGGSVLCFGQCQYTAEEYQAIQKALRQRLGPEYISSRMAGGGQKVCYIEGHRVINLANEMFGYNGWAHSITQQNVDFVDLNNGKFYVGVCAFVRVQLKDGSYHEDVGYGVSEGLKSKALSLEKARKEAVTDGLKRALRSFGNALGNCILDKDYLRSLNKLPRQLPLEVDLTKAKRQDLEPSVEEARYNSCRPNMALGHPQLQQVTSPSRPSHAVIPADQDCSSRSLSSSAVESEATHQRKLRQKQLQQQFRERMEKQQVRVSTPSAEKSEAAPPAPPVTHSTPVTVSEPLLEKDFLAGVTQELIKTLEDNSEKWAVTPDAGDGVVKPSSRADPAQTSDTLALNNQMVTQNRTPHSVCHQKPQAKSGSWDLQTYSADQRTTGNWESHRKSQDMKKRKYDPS
E-selectin induc: E-selectin induction on HUVECs; HUVEC E-selectin immunofluorescence imaging; normalized: neutral wells 0, TNF-alpha wells 100; activation, % at 7.58 µM; hit rate 0.37% among 260,000; AID 686992;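 active = mean E-selectin-positive cell signal at least 10% of the positive control, reached in at least 60% of replicates, without over 20% cell loss; inconclusive = no rule given, readout overlaps actives, possibly toxicity-flagged; inactive = the rest, including those meeting only one limit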;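 note: in these data hits start at about 27%; measured in HUVEC primary endothelial cells; signal is the percent of cells scored E-selectin positive by PE staining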
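System: HUVEC, human umbilical vein endothelial cells; quantity: 3,000 cells/well; buffer or medium: EGM-2 medium, gelatin-coated wells; dosing: single-point compound dose; detection: immunofluorescence imaging; evaluation: % PE-positive cells; benchmarks: TNF-alpha, DMSO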
* marks the source's active call; other numbers are inactive results; u = inconclusive; x = not tested or not shown; & = joins results of further samples.

SMILES | Casp6 inh | Xi reactivation | RAD54 inh | CFTR F508del cor | DENV2 CPE | INS-1E GSIS act | RAD52 inh | E-selectin induc
O=C(C[C@@H]1CC[C@@H](NC(=O)C2CC2)[C@H](CO)O1)NCc1ccncc1 | -2.4 | -0.5 | 5.7 | -0.1 | -1.8 | 13.2 | 10.7 | -0.2
O=C(Nc1ccccc1)N[C@@H]1CC[C@@H](CCNS(=O)(=O)c2ccccc2F)O[C@H]1CO | -1.8 | -0.6 | -9.2 | -0.7 | -6.0 | 8.3 | -8.1 | -0.1
O=C(Nc1cccc(F)c1)N1CC(=O)N2[C@H](CO)[C@H](c3ccc(C#CC4CC4)cc3)[C@H]2C1 | 1.7 | 0.7 | x | 2.9 | 16.2 | -8.3 | -12.0 | 0.2
CCN1CCN(c2nc(-c3ccccc3)c3ccccc3n2)CC1 | -4.7 | 0.1 | 8.5 | 2.4 | 0.0 | 76.7 | -2.8 | x
O=C(NCc1ccc2c(c1)OCO2)Nc1cccc(Cl)c1 | 0.0 | 0.0 | -4.8 | -1.5 | -0.9 | -4.3 | -7.6 | x
FC(F)Oc1ccc(NC(=S)NCc2cccnc2)cc1 | 1.5 | 0.0 | x | -1.6 | 4.4 | 6.4 | 4.4 | -0.9
O=C(C[C@@H]1CC[C@H](NS(=O)(=O)c2ccc(F)cc2)[C@@H](CO)O1)NCc1ccncn1 | 2.1 | -0.1 | -4.0 | -0.6 | 4.5 | 13.8 | -3.9 | -2.1
CNCC(=O)O | -4.8 | 0.0 | 6.6 | 0.6 | -1.1 | 2.5 | 0.3 | 1.7
CO[C@H]1CN(C)C(=O)c2cc(NS(=O)(=O)CC(F)(F)F)ccc2OC[C@@H](C)N(CCC(F)(F)F)C[C@H]1C | -0.5 | 0.0 | -1.9 | 4.3 | -8.8 | 1.2 | 0.2 | -0.1
COc1ccc(S(=O)(=O)CCC(=O)N2CCN(c3ccccc3F)CC2)cc1 | -2.8 | 0.0 | x | 3.9 | 3.6 | 5.5 | -23.3 | x
NC(=O)N/N=C/c1cc(Br)ccc1OC(=O)c1ccccc1 | -0.8 | 0.0 | x | -1.9 | -3.5 | -7.5 | -12.1 | 0.3
CCc1ccc(OC(C)c2nnc(SCC(=O)Nc3ncccc3C)n2C)cc1 (centres undefined) | 1.4 | 0.6 | -6.5 | x | 19.1 | -40.0 | -7.7 | -1.6
C[C@@H]1CN([C@@H](C)CO)C(=O)Cc2cc(NS(C)(=O)=O)ccc2O[C@H]1CN(C)Cc1ccncc1 | 13.5 | 0.1 | -4.7 | -1.8 | 7.1 | 5.8 | -12.4 | 440.3*
CC1CCc2[nH]c3ccc(C(=O)N(C)CC(=O)Nc4ccccc4C(F)(F)F)cc3c2C1 (centres undefined) | 0.6 | 0.0 | 8.0 | -2.1 | 10.5 | -42.9 | -20.0 | 0.0
CCOc1cccc(C2CC(=O)Nc3cc(OC)c(OC)cc32)c1 (centres undefined) | -2.4 | 0.0 | -9.5 | 2.4 | -3.1 | 17.6 | -12.2 | x
Cc1ccc(OCCCC(=O)N(C)CC(=O)Nc2ccccc2Br)cc1 | -60.1 | 0.0 | x | 2.1 | -5.5 | -15.9 | -5.0 | 0.1
C[C@H]1CN([C@@H](C)CO)S(=O)(=O)c2ccc(C#CCN(C)C)cc2O[C@H]1CN(C)C(=O)c1ccccc1F | 0.6 | -1.2 | -3.5 | x | -5.3 | 23.1 | -0.3 | 0.2
COc1ccc(CNC2c3ccccc3-c3ccccc32)cc1OC | 1.2 | 0.4 | 5.4 | -2.0 | 1.7 | -16.4 | -30.6 | -0.3
C[C@@H]1CN([C@H](C)CO)C(=O)c2cc(NC(=O)C3CC3)ccc2O[C@@H]1CN(C)Cc1ccc2c(c1)OCO2 | x | -0.3 | 1.7 | -2.0 | 7.2 | 10.6 | -0.2 | 0.3
CC(C)=CCC/C(C)=C/Cc1c(O)ccc(C(=O)/C=C/c2ccc(O)cc2)c1O | -0.9 | 0.0 | -9.4 | -1.8 | x | 9.6 | -15.9 | 0.0
NC(=O)c1cc(NC(=O)c2cc(Br)c(Br)s2)cc(C(N)=O)c1 | 1.8 | 0.2 | x | 1.8 | 8.8 | -10.0 | -28.2 | x
O=C(Nc1ccc(N2CCN(Cc3ccccc3F)CC2)cc1)c1ccc([N+](=O)[O-])o1 | 0.4 | 0.2 | -4.9 | -1.0 | -7.7 | x | -6.4 | -0.4
COc1ccc2c3c(n(C)c2c1)[C@@H](CO)N(S(C)(=O)=O)CC31CCN(C(=O)C2CCCC2)CC1 | x | 0.0 | x | 1.4 | 7.0 | -9.2 | 1.1 | -0.1
CC(C)C#Cc1ccc2c(c1)O[C@@H](CN(C)C(=O)c1cnccn1)[C@@H](C)CN([C@@H](C)CO)S2(=O)=O | 4.1&-1.5&-1.5 | -0.7 | -16.4&-5.7&-3.1 | 1.7&-1.2&-1.9 | 7.2&-5.2&1.5 | 0.3&-5.1 | -1.9&20.6&11.3 | 2.9&0.2
COc1cc2c(cc1OC)CN(C(=O)c1ccc3nc[nH]c3c1)CC2 | 2.9 | 0.7 | x | -0.2 | x | 1.6 | -5.4 | 0.5

(more compounds)
SMILES | Casp6 inh | Xi reactivation | RAD54 inh | CFTR F508del cor | DENV2 CPE | INS-1E GSIS act | RAD52 inh | E-selectin induc
Cc1ccccc1CNC(=O)c1ccc2nc([C@@H]3O[C@H](CO)[C@H](O)[C@H](O)[C@H]3O)[nH]c2c1 | -1.8 | -0.1 | -10.6 | 0.8 | 9.1 | x | -9.0 | x
CCOc1cc(/C=C2/C(=O)N(c3ccccc3)N=C2C)ccc1OC(=O)c1cccs1 | 1.7 | x | x | 0.3 | -2.3 | x | -8.1 | x
COc1cccc(NC(=O)N(C)C[C@@H]2OCc3ccccc3-c3c(n(C)c4ccccc34)C(=O)N([C@@H](C)CO)C[C@@H]2C)c1 | 0.3 | -0.7 | 1.2 | 1.3 | -1.0 | -19.4 | -3.1 | 0.0
COc1cccc(-c2ccc3c(c2)[C@H]2[C@H](CCN2C(=O)Nc2ccccc2OC)[C@H](CO)N3C)c1 | -1.0 | -0.1 | 10.1 | 1.1 | 15.5 | 2.8 | 51.4* | -0.2
CO[C@H]1CN(C)C(=O)c2cc(NC(=O)C3CCCCC3)ccc2OC[C@H](C)N(Cc2nccs2)C[C@H]1C | 0.1 | 0.3 | -5.4 | -5.8 | 1.6 | -6.1 | 15.1 | 0.0
CCN1C(=O)[C@H]2[C@@H](c3ccc(-c4cccc(Cl)c4)cc3)N[C@@](CC(C)C)(C(=O)OC)[C@H]2C1=O | 1.2 | 0.1 | -3.4 | -0.5 | 14.0 | -3.0 | -40.5 | -0.1
C=C[C@]1(C)C=C2C(=O)C[C@H]3C(C)(C)CCC[C@]3(C(=O)O)[C@@]2(O)CC1 | 0.4 | 0.0 | 1.9 | 4.9 | 0.8 | 2.5 | -0.2 | -0.4
CCCCCCSc1nc(O)c(C2OC(=O)c3c2ccc(OC)c3OC)c(=O)n1CC (centres undefined) | 2.1 | x | 5.5 | x | x | -25.9 | -18.1 | x
CC1(CCc2ccccc2)NC(=O)N(Cc2cc([N+](=O)[O-])cc3c2OCOC3)C1=O (centres undefined) | x | 0.4 | -4.8 | 2.4 | -6.1 | -14.2 | -21.1 | -0.2
c1ccc(-c2csc(Nc3cccnc3)n2)cc1 | -1.0 | -0.1 | x | -1.7 | 0.6 | -3.0 | -15.7 | x
COCC#Cc1ccc([C@H]2[C@H]3CN(C(=O)Nc4ccccc4F)CC(=O)N3[C@H]2CO)cc1 | 0.0 | 0.0 | x | -2.1 | u | 21.8 | -0.2 | 0.1
CCOC(=O)N1CCN(c2nc3ccccn3c(=O)c2C=O)CC1 | -1.7 | 0.2 | -8.4 | 0.3 | 0.6 | 13.5 | -17.7 | x
COc1cc(/C=N/Nc2ccc(C(=O)O)cc2)ccc1O | 38.7* | -0.1 | x | x | 12.2 | 14.8 | -4.4 | 2.5
O=[N+]([O-])c1ccc(-c2nnc3n2CCCCC3)cc1 | 0.5 | 0.0 | 4.3 | 0.0 | -6.1 | 2.0 | 1.1 | 0.0
COC(=O)c1ccc(C(=O)N(Cc2ccccc2)c2ccccc2)cc1 | 4.9 | 0.1 | 3.7 | 1.0 | -2.1 | 2.1 | -11.3 | 0.2
O=C(CSC1=N/C(=C/c2ccco2)C(=O)N1c1ccc(OC(F)F)cc1)NC1CCS(=O)(=O)C1 (centres undefined) | 14.1 | 0.1 | x | 1.0 | -0.6 | -14.7 | -30.2 | x
COc1ccc(NC(=O)Nc2ccc3c(c2)CC(=O)N([C@@H](C)CO)C[C@@H](C)[C@@H](CN(C)S(=O)(=O)c2ccc(Cl)cc2)O3)cc1 | 0.3 | -1.2 | x | 1.2 | -1.6 | -22.9 | 19.7 | -29.3
C[C@H]1CCCCO[C@@H](CN(C)C(=O)Cc2ccccc2)[C@@H](C)CN([C@@H](C)CO)C(=O)c2cc(NS(=O)(=O)c3ccc(F)cc3)ccc2O1 | x | 0.2 | -4.7 | 0.8 | -13.9 | -39.7 | x | -0.1
N#Cc1cccc(C(c2nnnn2CCc2ccccc2)N2CCN(C3CCCCC3)CC2)c1 (centres undefined) | 2.7 | x | -10.0 | -1.8 | -0.9 | -30.5 | -10.3 | x
CO[C@@H]1CN(C)C(=O)c2ccc(NS(C)(=O)=O)cc2OC[C@@H](C)N(Cc2cncnc2)C[C@@H]1C | 1.3 | 0.0 | 1.9 | 1.1 | -8.1 | -6.2 | -3.8 | 0.0
O=C(NCc1ccccc1)C1=C[C@@H](C2CCCCC2)C[C@@H](OCCCCO)O1 | 0.5 | -0.1 | 3.7 | 0.9 | -13.2 | -1.2 | -20.5 | 0.0
CC(C)[C@H](NC(=O)[C@@H]1Cc2c([nH]c3ccccc23)C2c3ccccc3C(=O)N21)C(=O)N1CCC[C@H]1C(=O)O (some centres undefined) | 2.7 | x | -1.8 | 4.9 | -7.7 | x | -12.0 | x
NS(=O)(=O)c1ccc(CCNc2nn3c(-c4ccc(F)c(Cl)c4)cnc3s2)cc1 | 0.1 | 0.0 | -10.7 | 1.9 | u | 39.8 | -10.9 | -0.4
C[C@H](CO)N1C[C@H](C)[C@@H](CN(C)S(=O)(=O)c2ccccc2)Oc2c(NC(=O)C3CCCCC3)cccc2C1=O | -2.0&-2.3 | 0.3&0.0 | 2.9&1.9 | -2.0&-0.2 | 1.6&-0.6 | -4.4&-9.8 | 8.0&-20.5 | -0.1&-0.1
CCCc1cn(CC[C@H]2CC[C@H](NC(=O)C3CCOCC3)[C@@H](CO)O2)nn1 | -1.2 | 0.0 | 0.6 | -0.4 | -2.7 | 10.6 | 1.7 | -0.1
COc1ccc(N2CCN(C(=O)c3ccc(-c4nc5ccccc5s4)o3)CC2)cc1 | -1.1 | 0.0 | -6.9 | -0.5 | 8.1 | x | -13.2 | 0.4
COC(=O)c1ccc(/C=N/OCC(=O)NCCc2ccc(OC)c(OC)c2)cc1 | 0.9 | 0.1 | x | -3.0 | 2.3 | 85.2 | -11.1 | 1.4
O=C(CCCc1nc(-c2ccc(Cl)cc2)no1)NC1CCCCC1 | 1.6 | 0.1 | -0.3 | -0.7 | -1.3 | 7.3 | -4.0 | x
